# SUMO HTRF inh: blocks human SUMOylation mediated by UBC9 | inhibition, % at 35 µM | 0.36% of 290,000 active | AID 2006 | P63279 | HTRF SUMOylation assay, SAE1/SAE2 + UBC9, in vitro; in the data active means inhibition above about 50%, passing the limit was not always enough; further: strong numbers were not always called active
# VIM-2 inhibitor: blocks Pseudomonas aeruginosa VIM-2 metallo-beta-lactamase | purified VIM-2, nitrocefin hydrolysis, epi-absorbance fluorescence | inhibition, % at 5.6 µM | 0.89% of 290,000 active | AID 1527;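 active means inhibition above the mean of all tested compounds plus 3 SD, cutoff set per screening run, cut at about 7.5% in these data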;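 further: red hydrolysis product quenches plate fluorescence so inhibitors raise well fluorescence; 0% = enzyme with DMSO and 100% = DMSO without enzyme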
# p-CIP stab down: p/CIP protein destabilization | AID 1984 | Q05BA5 | F442A p/CIP-EGFP cells, EGFP fluorescence, 16 h | 0.01% of 290,000 active | decrease of EGFP signal, % at 10 µM;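 active means EGFP signal decrease of at least 30% at 10 µM or well 3 SD below plate mean, unless failing retest; inactive means the rest, including hits failing retest or dose response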; further: some compounds called inactive have numbers as strong as hits; many of its hits are not listed in these tables
# Target sequence (Q05BA5 1-1403): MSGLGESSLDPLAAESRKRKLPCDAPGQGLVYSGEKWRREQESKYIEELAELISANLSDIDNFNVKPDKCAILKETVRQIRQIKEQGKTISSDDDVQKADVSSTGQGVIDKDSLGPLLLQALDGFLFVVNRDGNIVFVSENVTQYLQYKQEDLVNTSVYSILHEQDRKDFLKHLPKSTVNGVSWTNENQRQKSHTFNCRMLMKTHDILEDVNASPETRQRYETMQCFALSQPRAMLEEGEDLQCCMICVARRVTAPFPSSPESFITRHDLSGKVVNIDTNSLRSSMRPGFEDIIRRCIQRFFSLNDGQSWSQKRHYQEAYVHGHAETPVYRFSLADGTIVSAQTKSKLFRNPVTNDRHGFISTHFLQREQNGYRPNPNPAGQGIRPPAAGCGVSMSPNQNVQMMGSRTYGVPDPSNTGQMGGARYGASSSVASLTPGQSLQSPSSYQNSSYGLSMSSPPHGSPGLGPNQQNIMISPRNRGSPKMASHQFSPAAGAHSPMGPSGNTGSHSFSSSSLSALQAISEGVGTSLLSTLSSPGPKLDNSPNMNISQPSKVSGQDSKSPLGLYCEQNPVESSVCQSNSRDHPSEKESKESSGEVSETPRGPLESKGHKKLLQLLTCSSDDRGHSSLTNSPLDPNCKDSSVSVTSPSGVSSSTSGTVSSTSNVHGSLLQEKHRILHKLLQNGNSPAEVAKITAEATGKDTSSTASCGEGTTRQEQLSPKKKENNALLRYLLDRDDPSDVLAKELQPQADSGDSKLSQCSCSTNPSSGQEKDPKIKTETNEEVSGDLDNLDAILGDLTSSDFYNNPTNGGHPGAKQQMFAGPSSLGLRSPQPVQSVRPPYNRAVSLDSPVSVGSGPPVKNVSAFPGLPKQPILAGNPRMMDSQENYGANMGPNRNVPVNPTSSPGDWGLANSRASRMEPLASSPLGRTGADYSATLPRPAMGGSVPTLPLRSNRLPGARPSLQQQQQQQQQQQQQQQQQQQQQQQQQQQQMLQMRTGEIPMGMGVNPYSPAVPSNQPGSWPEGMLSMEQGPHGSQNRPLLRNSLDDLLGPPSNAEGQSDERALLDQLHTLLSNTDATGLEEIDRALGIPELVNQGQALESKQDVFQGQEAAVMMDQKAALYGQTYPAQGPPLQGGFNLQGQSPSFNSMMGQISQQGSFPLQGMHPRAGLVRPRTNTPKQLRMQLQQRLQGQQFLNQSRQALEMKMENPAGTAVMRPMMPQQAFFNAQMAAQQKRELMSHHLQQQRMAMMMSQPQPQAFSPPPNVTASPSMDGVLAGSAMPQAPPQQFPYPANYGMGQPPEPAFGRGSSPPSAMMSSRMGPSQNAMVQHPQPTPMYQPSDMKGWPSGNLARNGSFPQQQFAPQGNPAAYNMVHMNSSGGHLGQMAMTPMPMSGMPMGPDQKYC
# FID counter: displaces DNA intercalator in HCV helicase counter-screen; DNA fluorescent intercalator displacement, fluorescence; inhibition, % at 7.9 µM; 0.17% of 290,000 active; AID 1845; in the data active means inhibition above about 37%;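 further: 0% = vehicle and 100% = reference compound; higher means more ethidium bromide displaced from hairpin DNA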
# PfM18AAP inh: PfM18AAP enzyme inhibition | AID 1822 | recombinant PfM18AAP, H-Glu-NHMec fluorogenic cleavage | 1.2% of 290,000 active | inhibition, % at 7.35 µM;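 active means inhibition above the campaign mean inhibition over all tested compounds plus 3 SD, cut at about 28% in these data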;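 further: 0% = plate median of test compound wells and 100% = 2 mM ZnCl2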
# IDE inh: inhibits human insulin-degrading enzyme in HEK cells; inhibition, % at 5.59 µM; FAbetaB cleavage, fluorescence polarization; 0.41% of 320,000 active; P14735;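 active means percent inhibition above the average of all tested compounds plus 3 SD, set per screening campaign, cut at about 16% in these data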;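 further: IDE supplied by intact live HEK cells; FP after avidin binding of uncleaved biotin substrate so inhibition keeps polarization high; 0% = DMSO wells and 100% = 60 µM reference IDE inhibitor Ii1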
# HCV NS3 hel inh: blocks Hepatitis C virus NS3 helicase unwinding | inhibition, % at 10.9 µM | NS3 helicase DNA unwinding, Cy5 molecular beacon fluorescence | 0.56% of 290,000 active;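 active means inhibition above the mean of all tested compounds plus 3 SD, set per campaign, cut at about 35% in these data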;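 further: 0% = DMSO wells and 100% = thioflavine S control wells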
#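 Material: hepatitis C virus NS3 helicase domain fragment enzyme; measured by: Cy5 fluorescence, 0 and 60 min reads; control set: DMSO and thioflavine S; incubation: 60 min unwinding reaction at 25 °C after ATP addition; read-out basis: % inhibition from 60/0 min fluorescence ratio, DMSO 0%, thioflavine S 100%; repeats: singlicate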
# IDE act: boosts human insulin-degrading enzyme activity in HEK cells; FAbeta-B cleavage, fluorescence polarization; 0% vehicle, 100% cell-free pure enzyme wells; P14735; activation, % at 5.96 µM; AID 493087; 0.073% of 340,000 active;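 active means activation above the mean of all tested compounds plus 3 SD, set per screening campaign, cut at about 17% in these data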
# IMP-1 inhibitor: inhibitors of Pseudomonas aeruginosa IMP-1 metallo-beta-lactamase. AID 1556. inhibition, % at 5.6 µM. purified IMP-1, nitrocefin hydrolysis, epi-absorbance fluorescence. 0.45% of 290,000 active;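 active means inhibition above the mean plus 3 SD of all compounds in the same screening run, cut at about 4.5% in these data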;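 further: 0% = IMP-1 with DMSO and 100% = DMSO wells lacking enzyme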
#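 assay system = purified recombinant IMP-1 metallo-beta-lactamase enzyme | schedule = 15 min preincubation plus 25 min reaction at 25 °C | signal = Epi-absorbance fluorescence, 480 nm excitation, 530 nm emission | read-out basis = percent inhibition from optical density relative to buffer-blank wells | controls = IMP-1 with DMSO as 0%, enzyme-free DMSO as 100%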
# * = called active by the depositor; / = no result given.
SMILES,SUMO HTRF inh,VIM-2 inhibitor,p-CIP stab down,FID counter,PfM18AAP inh,IDE inh,HCV NS3 hel inh,IDE act,IMP-1 inhibitor
CC(C)(C)C(=O)OCc1nc(-c2ccc3c(c2)OCCO3)cs1,-8,0.5,3,-31,-10,10,-14,0,-4.5
CN(C(=S)Nc1ccc(SC(F)F)cc1)C(c1ccccc1)c1ccccc1,-18,-1.7,-13,-4,-1,-1,-7,3,-3.6
Cc1ccc(S(=O)(=O)NCCNC(=O)CN2CCCC2)cc1,8,1.2,-5,4,2,-2,7,6,0.6
COCC(C)NC(=O)c1ccc(Cl)c(Cl)c1 (stereo not given),17,-1.5,-12,1,0,1,3,1,-1.3
COC(=O)Nc1ccc2c(c1)N(C(=O)CCN1CCN3CCCC3C1)c1ccccc1S2 (stereo not given),-21,-1.6,-6,39*,-38,2,-52,-1,-2.9
Cc1ccc(S(=O)(=O)N2CCN(Cc3nc4ccccc4[nH]3)CC2)cc1C,-4,-4.6,0,-17,-1,-1,-7,2,-3.5
CSc1sc(C)cc1C1C(C#N)=C(N)N(c2cccnc2)C2=C1C(=O)CCC2 (stereo not given),7,-1.7,8,-10,6,-2,3,1,-2.0
COc1cccc(-c2nc3ccc([N+](=O)[O-])cc3o2)c1,7,-3.6,4,0,-15,3,-7,2,-1.5
COc1ccc2c(c1)OC(O)(C(F)F)CC2=O (stereo not given),-4,-2.0,1,-1,2,2,-1,-2,-1.9
O=c1[nH]c(C2CCN(S(=O)(=O)c3ccc(S(=O)(=O)NC4CC4)cc3)CC2)nc2c1nnn2Cc1ccc(F)cc1,-24,-5.3,-8,-45,4,8,-10,5,-3.7
Cc1ccc(-n2nnc3c(=O)n(CC(=O)NCc4ccco4)cnc32)cc1,0,-2.0,1,-2,4,1,9,0,-4.2
C=CC(C)(C)c1[nH]cnc1/C=C1\NC(=O)C(C(C)C)NC1=O (stereo not given),10,/,9,/,/,6,/,7,/
Cc1ccc(C2C3CN(C(C)C)CC=C3C(C#N)=C(N)C2(C#N)C#N)cc1 (stereo not given),16,/,-23,/,/,10,/,-1,/
Cc1cccc(NC(=S)NN2CCOCC2)c1C,10,-0.4,-3,-2,7,-1,2,4,-1.3
O=C(CC12CC3CC(C1)CC(CC(=O)NC1=NCCS1)(C3)C2)NC1=NCCS1,-4,-1.4,-4,-4,4,/,12,4,-4.0
C/C(=C\c1ccco1)CN1CCN(Cc2ccc(C)o2)C(CCO)C1 (stereo not given),-2,-2.0,-10,2,2,-12,7,0,-4.0
O=C(CCS(=O)(=O)Cc1ccccc1)Nc1ccc2c(c1)OCCO2,9,-2.8,0,-9,-9,-3,5,1,-1.9
O=C(NC(Cc1c[nH]c2ccccc12)C(=O)N/N=C/c1cccc2ccccc12)c1cccs1 (stereo not given),-23,-1.5,7,-9,6,-10,10,3,-2.0
Brc1ccc(-c2nn3c(Cc4ccccc4)nnc3s2)o1,8,-1.4,6,-5,-6,2,-2,4,-3.1
CCCNC(=O)Cn1cnc2sc(C(=O)N3CCCC(C(=O)OCC)C3)c(C)c2c1=O (stereo not given),4,-0.3,-11,-13,2,1,0,1,-2.8
CCOc1ccc(C2=Nc3ccc(Br)cc3C(c3ccc(N4CCOCC4)cc3)=NN2)cc1,3,0.0,-2,-5,-1,2,-10,-1,-2.1
Cc1ccc(S(=O)(=O)NCC2COc3ccccc3O2)cc1 (stereo not given),-14,-4.2,-12,-11,1,10,-5,-1,-2.9
COc1ccc(S(=O)(=O)c2c(O)cc(C)c(NS(=O)(=O)c3ccccc3)c2C)cc1,-15,-4.1,-18,-14,1,0,-4,2,-1.5
Nc1nnc(SCC(=O)NCCOc2ccccc2)s1,21,1.2,-19,-3,-3,6,-4,3,-1.6
O=c1ccccn1CCOc1ccc(Cl)cc1,6,3.6,2,-1,-8,-6,11,4,0.3
COc1ccccc1OCCOc1ccc(/C=C2\C(=N)N3N=C(C)SC3=NC2=O)cc1,11,-1.6,0,-14,-1,3,9,4,-1.4
CN(CC1COCCO1)C(=O)c1cc(COc2c(F)cccc2F)on1 (stereo not given),0,-2.2,-7,-16,-1,1,-5,-3,-2.8
Cc1c(C(=O)O)sc2nc3n(c(=O)c12)CCCCC3,10,-3.7,-10,-1,-8,-3,3,2,-6.3
COc1ccc(C(=O)Nc2cccc(C(C)=O)c2)c(OC)c1OC,18,-2.1,-5,-18,2,6,-3,1,0.5
O=C(CNC(=O)c1cccs1)c1ccc(Br)cc1,-9,-3.9,2,1,3,5,-1,1,-1.8
O=C(Nc1ccc(C(=O)OC[C@@H]2CCCN3CCCC[C@H]23)cc1)c1cccc(Br)c1,-11,-4.9,-5,21,-2,32*,-74,-14,-2.7
Cn1c(N)c(N2CCCCC2)c(=O)n(CC(=O)Nc2ccc(Cl)c(Cl)c2)c1=O,-1,-0.7,-3,10,2,6,1,-3,-1.2
Cc1cc(-c2ccccc2)nc2cc(C(=O)N(Cc3ccccc3)Cc3ccccc3)nn12,6,-0.5,-10,-27,-2,1,-5,15,1.3
O=C(CSc1nnc(NC(=O)c2cccc(Br)c2)s1)NCC1CCCO1 (stereo not given),6,5.0,-22,-31,-2,-2,13,-1,-2.6
COCCNC(=O)C(NC(=O)C1CCC(C)CC1)C(C)C (stereo not given),17,-0.2,14,5,-2,-3,2,-2,-1.1
COc1ccc(C(=O)Nc2ccc(NC(=O)c3cccs3)cn2)cc1,6,-4.4,-6,-7,0,6,0,5,-5.4
O=C(Nc1ccc(F)cc1)c1ccc(S(=O)(=O)NCC2CCCO2)cc1 (stereo not given),3,0.1,4,-7,2,-3,-2,-1,-0.1
Oc1ccccc1Nc1nc(-c2ccccc2O)nc2ccccc12,4,-2.5,-4,2,4,/,-8,-1,-4.5
COc1cccc(N2CCN(C(=O)c3ccc4nc[nH]c4c3)CC2)c1,1,-3.4,-15,-15,11,7,19,0,-3.5
O=C(N/N=C/c1c(O)ccc2ccccc12)c1[nH]ncc1Br,-41,-5.4,2,-5,7,13,7,-21,-4.2
O=c1c2ccccc2[nH]c(=S)n1CCc1ccccc1,9,-3.4,-13,0,1,4,-10,7,-2.6
CC(C)CNC(=S)N1CCC(C(=O)c2ccc(F)cc2)CC1,-9,-0.8,-18,-13,-9,3,10,-4,0.8
COc1ccc(NC(=O)Nc2cc(C)cc(C)c2)cn1,10,-2.6,-16,-3,-4,5,-3,-1,-0.9
O=C(Cn1nnc(-c2ccc(CN3CCOCC3)cc2)n1)NC1CCCCC1,6,-3.1,1,-3,-8,7,-1,2,-3.5
CC1CCCN(C(=S)NCc2ccccc2)C1 (stereo not given),1,-3.1,-9,-5,5,-1,4,2,-1.3
COc1ccc(CN2CCC(C(=O)Nc3ccc(Oc4cccnc4)cc3)CC2)c(C)c1C,4,-1.8,-4,29,9,-6,-71,7,-2.9
O=C(O)[C@H](Cc1ccccc1)NC(=O)N1CCC(Cc2ccccc2)CC1,-10,-0.2,9,-43,-3,4,-3,2,-1.7
CCCOc1ccc(C(=O)N2CCCC2)cc1OC,-4,-2.0,8,-6,6,4,-2,0,-6.2

# Ordered by SMILES length (smallest number first): part of the list above
SMILES,SUMO HTRF inh,VIM-2 inhibitor,p-CIP stab down,FID counter,PfM18AAP inh,IDE inh,HCV NS3 hel inh,IDE act,IMP-1 inhibitor
CCCOc1ccc(C(=O)N2CCCC2)cc1OC,-4,-2.0,8,-6,6,4,-2,0,-6.2
Oc1ccccc1Nc1nc(-c2ccccc2O)nc2ccccc12,4,-2.5,-4,2,4,/,-8,-1,-4.5
COc1ccc(CN2CCC(C(=O)Nc3ccc(Oc4cccnc4)cc3)CC2)c(C)c1C,4,-1.8,-4,29,9,-6,-71,7,-2.9

# Additional entries:
SMILES,SUMO HTRF inh,VIM-2 inhibitor,p-CIP stab down,FID counter,PfM18AAP inh,IDE inh,HCV NS3 hel inh,IDE act,IMP-1 inhibitor
COc1ccc(CCNC(=O)CN(C2CCCCC2)S(C)(=O)=O)cc1,13,-0.7,-7,-10,-2,2,2,1,-2.8
COc1ccc(N(C)S(=O)(=O)c2c(C)[nH]c(=O)[nH]c2=O)c(OC)c1,27,-1.5,3,0,-3,-2,-16,2,-0.3
O=C(NCc1ccccc1F)c1cccc(S(=O)(=O)NCc2ccccc2)c1,0,-2.2,-15,-21,-7,5,0,1,0.9
CN(C)c1ccc(C(=O)NNC(=O)c2ccc(Cl)cc2)cc1,11,-2.5,-8,0,1,4,4,/,-0.4
O=C(c1cc(-c2ccc(Cl)cc2)n(-c2ccc(Cl)cc2)n1)N1CCOCC1,-13,0.7,-2,-33,-9,-4,-11,-2,-1.1
CCC(C)c1ccc(NC(=O)C2CC2)cc1 (stereo not given),-6,-3.5,-10,-1,-4,0,6,1,-4.2
CCc1ccc(NC(=O)CS(=O)CC(=O)Nc2ccc(F)cc2F)cc1 (stereo not given),22,2.5,0,0,-11,-3,-1,-4,2.0
O=C(CSc1nnnn1-c1cccnc1)Nc1ccc(OCc2ccccc2)cc1,34,-2.3,-10,-14,-3,2,5,-2,-3.7
O=C(NNC(=O)c1cnccn1)c1cccc([N+](=O)[O-])c1,-20,-3.7,-18,0,6,14,1,-2,-0.6
COc1ccc(-n2c(=S)[nH]c3cc(C(=O)Nc4ccc(OC)c(OC)c4)ccc3c2=O)cc1,7,-4.7,6,-6,-7,3,-2,-1,-3.4
COc1ccc(-c2[nH]nc3c2C2(C(=O)N(CC(=O)O)c4ccccc42)C(C#N)=C(N)O3)cc1OC (stereo not given),6,0.8,-5,-31,-6,2,2,-1,-3.7
COC(=O)c1ccc(Cn2cnc3c(cnn3-c3ccc(F)cc3)c2=O)o1,3,-1.8,-9,-8,-11,0,5,-2,-0.8
Cc1c(Cl)cccc1NC(=O)CSC(C)c1nc2ccccc2c(=O)[nH]1 (stereo not given),2,-0.5,-9,-26,3,2,-3,1,-2.3
CCC(C)c1ccc(OCCn2ccnc2)cc1 (stereo not given),7,-5.1,-5,9,4,5,-14,0,-1.1
O=C(O)CCC(=O)N1CCc2cc(S(=O)(=O)N3CCCCC3)ccc21,18,-1.2,-1,1,-1,-1,5,2,-3.5
Nc1ccc2ncccc2c1,10,-0.4,-12,1,-1,-3,6,-3,-1.7
CCOC(=O)N1CCN(c2nc(SC)nc3sc4c(c23)CC(C)(C)OC4)CC1,3,/,-18,/,/,-3,/,1,/
COc1ccc(OC)c(NC(=O)CCc2nnc3ccc(NCc4ccco4)nn23)c1,-6,-1.8,10,-45,13,1,9,1,-1.8
COC(=O)C1CCCCN1C(=O)c1ccc2oc(Cc3ccccc3)nc2c1 (stereo not given),-1,-5.7,-10,-55,0,/,6,6,-3.9
COc1ccc(OCC(=O)N2CCN(C(=O)c3cccs3)CC2)cc1,13,-2.5,7,-3,1,3,-2,6,-1.5
N#Cc1ccc(Cn2c(=O)c(C#N)c3n(c2=O)CCC3)cc1,-17,-1.0,1,0,-6,0,1,-3,-1.7
COc1cccc(OC)c1NC(=O)c1nc2c(nnn2Cc2ccccc2Cl)c(=O)[nH]1,2,-4.9,-10,-42,2,0,24,4,-2.6

# Compound activity deposited in PubChem BioAssay by several laboratories.
